Assay outcomes deposited in PubChem by Sanford-Burnham Center for Chemical Genomics.
Gli-Sufu antag – Gli-Sufu pathway antagonism; Sufu-KO-LIGHT fibroblasts, Gli luciferase reporter luminescence; inhibition, % at 5 µM; 0.74% of 340,000 active; AID 588413;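 active means inhibition above about 55%, limit read from the data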;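 further: 0% = DMSO-treated cells and 100% = wells with medium but no cells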
UBC13 inh – human UBC13 polyubiquitination inhibition; P61088; UBC13 polyubiquitin chain formation, TR-FRET; inhibition, % at 20 µM; 0.47% of 330,000 active; AID 485273; in the data active means inhibition above about 45%, passing the limit was not always enough
Target sequence (P61088 whole entry, looked up): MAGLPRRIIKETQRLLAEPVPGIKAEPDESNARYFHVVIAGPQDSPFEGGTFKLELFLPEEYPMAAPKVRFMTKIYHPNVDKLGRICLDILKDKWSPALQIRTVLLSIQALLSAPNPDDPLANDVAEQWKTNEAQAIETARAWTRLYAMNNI
SENP8 block – SENP8 protease inhibition. AID 2540. inhibition, % at 10 µM. 1.2% of 330,000 active. Q96LD8. purified SENP8, Z-RLRGG-aminoluciferin cleavage, luminescence
Jurkat NFkB inh – lowers PMA/ionomycin-induced NF-kB signal in Jurkat cells | AID 435003 | PMA/ionomycin-induced NF-kB luciferase reporter, luminescence | inhibition, % at 4 µM | 0.53% of 330,000 active
HKDC1 inhibitor – blocks human hexokinase HKDC1 activity. 0.16% of 340,000 active. recombinant HKDC1, G6PDH/diaphorase resazurin coupled fluorescence. inhibition, % at 20 µM;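 active means inhibition above about 35% when tested at 20 µM, limit read from the data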;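 further: plate controls were DMSO wells with enzyme for no effect and DMSO wells lacking enzyme for full effect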
Target sequence (Q2TB90 whole entry, looked up): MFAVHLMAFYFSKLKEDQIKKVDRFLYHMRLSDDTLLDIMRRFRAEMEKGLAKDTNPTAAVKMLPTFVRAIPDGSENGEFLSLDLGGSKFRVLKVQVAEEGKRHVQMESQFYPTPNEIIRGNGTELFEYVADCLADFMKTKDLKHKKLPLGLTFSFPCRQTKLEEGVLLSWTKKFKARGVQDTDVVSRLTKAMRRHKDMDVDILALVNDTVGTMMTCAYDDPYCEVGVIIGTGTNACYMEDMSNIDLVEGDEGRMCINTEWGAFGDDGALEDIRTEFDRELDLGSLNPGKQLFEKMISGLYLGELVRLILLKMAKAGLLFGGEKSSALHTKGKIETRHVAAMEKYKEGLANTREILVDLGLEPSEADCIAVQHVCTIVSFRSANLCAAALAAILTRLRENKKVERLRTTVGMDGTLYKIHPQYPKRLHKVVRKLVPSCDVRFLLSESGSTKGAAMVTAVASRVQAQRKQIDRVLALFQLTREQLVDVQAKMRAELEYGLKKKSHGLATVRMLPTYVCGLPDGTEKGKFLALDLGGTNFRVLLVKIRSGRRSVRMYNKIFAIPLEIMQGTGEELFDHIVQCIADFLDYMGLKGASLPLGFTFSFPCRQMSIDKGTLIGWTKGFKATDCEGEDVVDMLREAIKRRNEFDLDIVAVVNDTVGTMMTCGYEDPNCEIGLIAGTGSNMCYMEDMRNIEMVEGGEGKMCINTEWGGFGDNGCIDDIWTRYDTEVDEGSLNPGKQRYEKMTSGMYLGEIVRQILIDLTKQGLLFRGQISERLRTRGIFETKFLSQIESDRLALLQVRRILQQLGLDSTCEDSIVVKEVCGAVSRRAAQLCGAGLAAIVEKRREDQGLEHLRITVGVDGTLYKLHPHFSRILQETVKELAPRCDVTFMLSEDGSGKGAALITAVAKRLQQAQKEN
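Test system: Recombinant HKDC1 (HK5) hexokinase enzyme, produced in-house | Input: HKDC1 at 5 µg/mL | Buffer or medium: Tris pH 8.0 buffer with MgCl2, Tween-20, BSA, BME | Schedule: 90 min reaction incubation at room temperature, dark | Technique: Resazurin-to-resorufin fluorescence via G6PDH and diaphorase coupling, 525/613 nm | Controls: DMSO wells with and without enzyme mix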
Apaf-1 inh – blocks human Apaf-1 apoptosome activity; O14727; reconstituted apoptosome caspase-3 activity, DEVD-Rh110 fluorescence; inhibition, % at 20 µM; 0.71% of 330,000 active; AID 489030; active means inhibition of at least 40% at 20 µM;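 further: plate controls were DMSO wells for no effect and DEVD-CHO caspase inhibitor wells for full effect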
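Material: reconstituted apoptosome with Apaf-1, cytochrome c, caspase-9, procaspase-3, dATP. Technique: Rh110 fluorescence intensity. Buffer or medium: pH 7.5 Hepes buffer with CHAPS, BSA, DTT. Times: 30 min plus 50 min, RT.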
SENP7 inh – inhibitors of human SENP7 protease | inhibition, % at 5 µM | recombinant SENP7, Z-RLRGG-aminoluciferin luminescence, 40 min | 1.5% of 330,000 active | Q9BQF6;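 active means inhibition above about 50% at the single test dose, limit read from the data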;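 further: plate controls were DMSO with enzyme for no effect and no enzyme buffer wells for full effect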
697 NFkB inh – lowers PMA/ionomycin-induced NF-kB signal in 697 B cells; 697 B-cell NF-kB luciferase reporter, 16 h; inhibition, % at 4 µM; 0.33% of 330,000 active; AID 435022; in the data active means inhibition above about 35%
Starred values were filed as active, the others as inactive; . = not tested or not shown. Unless noted, no stated cut-off is given here; in the data, active means inhibition above about 50%; inactive means the rest. Random draw from the library. Share with any hit: about 3.6%.

A first look, 14 compounds:
1	CS(=O)(=O)NN1C(=O)c2ccccc2NC1c1ccccc1F (stereo not given)
2	CCN(CC)CCNC(=O)CCn1c(=S)[nH]c2cc3c(cc2c1=O)OCO3
3	CN(C)CCN(C)Cc1c2ccccc2c(CN(C)CCN(C)C)c2ccccc12
4	CCOC(=O)C(C(=O)OCC)C(C#N)c1ccccc1 (stereo not given)
5	CCOC(=O)N1CCN(C(=O)COc2ccccc2[N+](=O)[O-])CC1
6	O=C(Nc1cccc(S(=O)(=O)NC2=NCCC2)c1)c1cc(-c2ccccn2)nc2ccccc12
7	O=C(Nc1ccc(CN2CCCCC2)cc1)c1c(F)c(F)c(F)c(F)c1F

Assay by compound	1	2	3	4	5	6	7
697 NFkB inh	6	-1	1	-2	20	-3	14
UBC13 inh	14	2	4	-1	2	-6	3
SENP8 block	-1	-16	-7	4	2	-1	1
Gli-Sufu antag	6	-3	5	-6	5	-16	5
Apaf-1 inh	5	1	10	-3	-2	-8	3
SENP7 inh	5	-10	0	0	0	2	4
HKDC1 inhibitor	-3	-5	1	-2	-1	-1	0
Jurkat NFkB inh	0	3	-30	2	-1	-12	1

8	COc1ccc(C(=O)N2N=C(c3cccc(NS(C)(=O)=O)c3)CC2c2cccs2)cc1 (stereo not given)
9	N#CCC(=O)Nc1ccc(C(=O)Nc2cccc(S(N)(=O)=O)c2)cc1
10	COc1ccccc1Nc1nc(N)nc(CSCCO)n1
11	COC(=O)c1ccccc1NC(=O)N1CCN(C(=O)c2ccco2)CC1
12	COc1ccc(N2CCN(C3CCN(S(=O)(=O)c4ccc(F)cc4)CC3)CC2)cc1
13	COc1cc2c(C(=O)N3CCCc4ccccc43)cn(C)c(=O)c2cc1OC
14	COc1ccc(N2C(=O)c3ccccc3NC23C(=O)N(C)c2ccccc23)cc1 (stereo not given)

Assay by compound	8	9	10	11	12	13	14
697 NFkB inh	-4	8	-2	3	-11	10	7
UBC13 inh	6	-2	-4	7	0	0	6
SENP8 block	-1	-11	5	0	4	-7	-5
Gli-Sufu antag	-24	6	-1	8	-30	1	-10
Apaf-1 inh	20	-38	-3	1	-2	2	-13
SENP7 inh	3	4	1	-7	2	-8	1
HKDC1 inhibitor	2	-4	-2	-2	0	3	-5
Jurkat NFkB inh	-15	9	0	12	-1	-6	3

The listing, from the start:
1	CS(=O)(=O)NN1C(=O)c2ccccc2NC1c1ccccc1F (stereo not given)
2	CCN(CC)CCNC(=O)CCn1c(=S)[nH]c2cc3c(cc2c1=O)OCO3
3	CN(C)CCN(C)Cc1c2ccccc2c(CN(C)CCN(C)C)c2ccccc12
4	CCOC(=O)C(C(=O)OCC)C(C#N)c1ccccc1 (stereo not given)
5	CCOC(=O)N1CCN(C(=O)COc2ccccc2[N+](=O)[O-])CC1

Assay by compound	1	2	3	4	5
697 NFkB inh	6	-1	1	-2	20
UBC13 inh	14	2	4	-1	2
SENP8 block	-1	-16	-7	4	2
Gli-Sufu antag	6	-3	5	-6	5
Apaf-1 inh	5	1	10	-3	-2
SENP7 inh	5	-10	0	0	0
HKDC1 inhibitor	-3	-5	1	-2	-1
Jurkat NFkB inh	0	3	-30	2	-1

6	O=C(Nc1cccc(S(=O)(=O)NC2=NCCC2)c1)c1cc(-c2ccccn2)nc2ccccc12
7	O=C(Nc1ccc(CN2CCCCC2)cc1)c1c(F)c(F)c(F)c(F)c1F
8	COc1ccc(C(=O)N2N=C(c3cccc(NS(C)(=O)=O)c3)CC2c2cccs2)cc1 (stereo not given)
9	N#CCC(=O)Nc1ccc(C(=O)Nc2cccc(S(N)(=O)=O)c2)cc1
10	COc1ccccc1Nc1nc(N)nc(CSCCO)n1

Assay by compound	6	7	8	9	10
697 NFkB inh	-3	14	-4	8	-2
UBC13 inh	-6	3	6	-2	-4
SENP8 block	-1	1	-1	-11	5
Gli-Sufu antag	-16	5	-24	6	-1
Apaf-1 inh	-8	3	20	-38	-3
SENP7 inh	2	4	3	4	1
HKDC1 inhibitor	-1	0	2	-4	-2
Jurkat NFkB inh	-12	1	-15	9	0

11	COC(=O)c1ccccc1NC(=O)N1CCN(C(=O)c2ccco2)CC1
12	COc1ccc(N2CCN(C3CCN(S(=O)(=O)c4ccc(F)cc4)CC3)CC2)cc1
13	COc1cc2c(C(=O)N3CCCc4ccccc43)cn(C)c(=O)c2cc1OC
14	COc1ccc(N2C(=O)c3ccccc3NC23C(=O)N(C)c2ccccc23)cc1 (stereo not given)
15	CCN(CC)S(=O)(=O)c1ccc(NC2c3ccccc3C(=O)N2Cc2ccco2)cc1 (stereo not given)

Assay by compound	11	12	13	14	15
697 NFkB inh	3	-11	10	7	-1
UBC13 inh	7	0	0	6	1
SENP8 block	0	4	-7	-5	5
Gli-Sufu antag	8	-30	1	-10	-3
Apaf-1 inh	1	-2	2	-13	0
SENP7 inh	-7	2	-8	1	-1
HKDC1 inhibitor	-2	0	3	-5	-1
Jurkat NFkB inh	12	-1	-6	3	18

16	O=C(CN(C(=O)c1csnn1)c1cccc(Cl)c1)NC1CCCC1
17	O=C(/C=C/c1ccoc1)c1ccccc1O
18	Cc1cc(-n2cnnn2)ccc1C(C)C
19	COc1ccc(CNC(=O)c2cc3c(s2)CN(Cc2ccccc2)C3)cc1
20	O=C(Cc1ccc2ccccc2c1)NC(Cc1ccccc1)C(=O)O (stereo not given)

Assay by compound	16	17	18	19	20
697 NFkB inh	8	-18	1	-14	13
UBC13 inh	6	8	6	1	.
SENP8 block	0	10	2	-4	.
Gli-Sufu antag	-17	8	-9	0	1
Apaf-1 inh	1	-134	-6	9	7
SENP7 inh	-1	-1	1	-3	-9
HKDC1 inhibitor	6	-1	-6	-2	0
Jurkat NFkB inh	2	3	-8	5	.

21	CCN1CCN(c2ccc(S(=O)(=O)N3CCCCC3)cc2NC(=O)c2cccc(NC(C)=O)c2)CC1
22	O=C(COC(=O)c1cncc(Br)c1)Nc1ccc2c(c1)OCO2
23	CC1CN(C(=O)c2cc(S(=O)(=O)N3CCCCC3)ccc2Cl)CC(C)O1 (stereo not given)
24	CCC(=O)c1ccc(Oc2nc3c(c(=O)n(C)c(=O)n3C)n2CC)cc1
25	Cc1cccc(CN(C)CCc2ccccn2)c1

Assay by compound	21	22	23	24	25
697 NFkB inh	18	5	16	-24	-42
UBC13 inh	18	-4	4	6	-6
SENP8 block	-5	-1	5	-9	6
Gli-Sufu antag	10	0	-4	7	6
Apaf-1 inh	25	-2	-12	-15	0
SENP7 inh	-7	-5	-3	-4	-12
HKDC1 inhibitor	-3	1	-4	2	-4
Jurkat NFkB inh	-11	-15	13	7	4

26	O=C(C[n+]1cc(-c2ccccc2)n2c1CCC2)Nc1nc(-c2ccccc2)cs1
27	O=C(CSCc1cc(=O)n2nc(C3CC3)sc2n1)Nc1ccc(F)cc1
28	CCCCN(CCCC)C(=O)c1ccccc1NC(=O)CN1C(=O)c2ccccc2C1=O
29	CCCN(Cc1ccc(C)cc1)C(=O)c1ccc(CNS(=O)(=O)c2ccc(C(C)=O)cc2)cc1
30	CCOC(=O)c1ccc(Nc2ccc(-c3ccc(OC)c(OC)c3)nn2)cc1

Assay by compound	26	27	28	29	30
697 NFkB inh	-10	2	5	-33	3
UBC13 inh	23	0	-5	12	-13
SENP8 block	-3	-4	-11	24	-1
Gli-Sufu antag	3	-5	8	-39	14
Apaf-1 inh	8	-14	12	20	-9
SENP7 inh	1	-4	-8	25	-2
HKDC1 inhibitor	-3	-6	-4	0	-4
Jurkat NFkB inh	-3	3	4	-25	6

31	CC(=O)c1ccc(N2CCN(S(=O)(=O)c3ccc(-c4cnc(C5CC5)o4)cc3)CC2)cc1
32	CN1CCN(C(=O)c2ccc(-c3ccc(Br)cc3)o2)CC1
33	CN(C)CCCNc1cc(-c2ccccc2)nc2cc(-c3cccc(F)c3)nn12
34	O=C(/C=C/c1ccccc1)NNC(=O)c1cccnc1
35	S=C1NC(c2ccccc2)=NCN1c1ccc(Cl)cc1

Assay by compound	31	32	33	34	35
697 NFkB inh	-20	-81	11	-1	-17
UBC13 inh	7	-7	42	-2	-5
SENP8 block	9	-18	-2	-14	-19
Gli-Sufu antag	31	-33	.	-3	-6
Apaf-1 inh	8	19	21	-3	1
SENP7 inh	0	-5	1	-9	-4
HKDC1 inhibitor	1	9	4	12	-1
Jurkat NFkB inh	19	-93	0	-10	-24

A different layout for some results above:
| item | Structure | 697 NFkB inh | UBC13 inh | SENP8 block | Gli-Sufu antag | Apaf-1 inh | SENP7 inh | HKDC1 inhibitor | Jurkat NFkB inh |
| --- | --- | --- | --- | --- | --- | --- | --- | --- | --- |
| 10 | COc1ccccc1Nc1nc(N)nc(CSCCO)n1 | -2 | -4 | 5 | -1 | -3 | 1 | -2 | 0 |
| 19 | COc1ccc(CNC(=O)c2cc3c(s2)CN(Cc2ccccc2)C3)cc1 | -14 | 1 | -4 | 0 | 9 | -3 | -2 | 5 |

The listing continues.
36	CC/C(=N\NC(=O)c1cccnc1)c1ccc2c(c1)OCCO2
37	COc1cccc(C(=O)NCCNC(=O)c2ccccn2)c1
38	Cc1ccc(SCC(=O)Nc2ncc(C)s2)cc1
39	N#C/C(=C/c1cn(CC(=O)O)c2ccccc12)c1ccc(F)cc1
40	COc1ccc(Cl)cc1S(=O)(=O)Nc1ncn[nH]1

Assay by compound	36	37	38	39	40
697 NFkB inh	7	8	-8	5	8
UBC13 inh	4	-3	-9	0	0
SENP8 block	-4	1	-10	-4	-9
Gli-Sufu antag	9	-10	4	-3	.
Apaf-1 inh	-3	0	1	0	5
SENP7 inh	2	-1	-3	-1	0
HKDC1 inhibitor	3	-8	2	1	2
Jurkat NFkB inh	-4	-3	-9	7	1

41	O=C(/C=C/c1ccc[nH]1)c1ccc(F)cc1
42	COc1ccc(CCNC(=O)CCc2nc3ccccc3[nH]2)cc1OC
43	Cc1cc(OCC(=O)O/N=C(\N)c2ccccc2)cc(C)c1Cl
44	COc1cccc(NC(=O)c2cc(-c3ccccn3)nc3ccccc23)c1
45	C/C(=N\NC(=S)Nc1ccccc1C)c1ccc(O)cc1

Assay by compound	41	42	43	44	45
697 NFkB inh	-3	25	-1	24	7
UBC13 inh	-10	4	-7	4	50*
SENP8 block	21	3	-10	-2	5
Gli-Sufu antag	-6	5	-10	-3	-1
Apaf-1 inh	-5	-25	3	-11	-11
SENP7 inh	18	5	9	4	5
HKDC1 inhibitor	5	13	-4	-2	-2
Jurkat NFkB inh	8	15	-18	-10	-7

46	Cc1ccc(CC(SCc2ccccc2)C(=O)O)cc1C (stereo not given)
47	Cc1cc(NC(=O)c2ccccc2)ncc1NC(=O)c1cccs1
48	CS(=O)(=O)Nc1ccc(C2=NN(C(=O)c3ccco3)C(c3ccccc3F)C2)cc1 (stereo not given)
49	O=C(C(c1ccccc1)c1ccccc1)N1CCN(Cc2ccncc2)CC1
50	N/C(=N\OC(=O)c1ccco1)c1cccc([N+](=O)[O-])c1
51	Cc1ccc(C(=O)NC(=S)Nc2c(C)ccc3nsnc23)cc1
52	Cc1ccc(NC2=C/C(=N\S(=O)(=O)c3cccs3)c3ccccc3C2=O)c(C)c1
53	COc1ccccc1C(=O)C1Nc2ccccc2-c2nnc(SC)nc2O1 (stereo not given)

Assay by compound	46	47	48	49	50	51	52	53
697 NFkB inh	-4	-50	12	12	-56	1	-189	3
UBC13 inh	-7	-9	-6	2	-4	-20	-88	-27
SENP8 block	-3	72*	-11	-9	4	-4	92*	-4
Gli-Sufu antag	5	-22	-5	-3	3	-5	65*	5
Apaf-1 inh	6	3	18	1	3	15	95*	17
SENP7 inh	-4	-17	-6	-6	10	0	81*	-5
HKDC1 inhibitor	-5	13	-3	-9	-8	5	40*	0
Jurkat NFkB inh	5	-42	3	-3	-49	7	-10	4
